# Assay outcomes from PubChem.
# Yfh1-off respiration = enhancers of respiration in Yfh1-depleted yeast, dose response, Friedreich's ataxia, plus single-dose screen (AID 1465). 220,000 tested, 0.074% active. S. cerevisiae Yfh1-off respiration, WST-1 reduction, 72 h; higher fold induction means a stronger effect. fold induction at 50 µM, or EC50 in µM where a hit was titrated;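 active = fold induction of absorbance versus untreated yeast above a set limit, then at least 30% activation at any dose in follow-up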;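 note: activators that raise dye reduction in frataxin-depleted yeast; strong numbers were not always called active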
# MT stabilize HCS = microtubule stabilizers in HeLa cells, primary screen, imaging, high-content imaging | HeLa tubulin immunostaining HCS, 24 h; share of cells brighter than vehicle mean+2SD | % tubulin-high responders, % at 10 µM | 200,000 tested, 0.83% active | AID 2205, 2009;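 active = plate Z-score above 3 for both tubulin-high and condensed-nucleus cell shares, with cell loss under 80%, at 10 µM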;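 note: anti alpha tubulin signal scored within the nucleus-defined area of each cell; some results filed as inactive read as strong as hits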
# ER stress rescue = rescue of cells from ER stress-induced death, primary screen, 384-well, CSM14.1, thapsigargin, ATP luminescence (AID 1222). CSM14.1 thapsigargin-induced death rescue, ATP luminescence; higher % means a stronger effect. one-dose cellular ATP content (survival), % at 20 µM; EC50 in µM for titrated hits. 190,000 tested, under 10 active;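 active = EC50 below 50 µM in the dose-response confirmation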;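 note: death triggered by thapsigargin at about 15 µM added after 2 h compound pretreatment; cell ATP read after overnight thapsigargin exposure of roughly 18 to 22 hours; normalized against plate controls of thapsigargin alone and 5% DMSO vehicle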
# P. falciparum M1AAP = P. falciparum M1AAP inhibitors, biochemical, fluorogenic H-Leu-NHMec substrate, 1536-well (AID 1445); Aminopeptidase N (Plasmodium falciparum (isolate 3D7)); recombinant M1AAP, H-Leu-NHMec fluorogenic kinetic assay; higher % means a stronger effect; inhibition, % at 30 µM, or IC50 in µM where a hit was titrated; 220,000 tested, 0.42% active;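 active = primary inhibition above the hit cutoff, then over 50% inhibition at one or more dose response concentrations, cut at about 23% in these data, passing the limit was not always enough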;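 note: plate controls were DMSO full reaction for no effect and no enzyme background for full effect; strong numbers were not always called active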
# Autophagy HCS = autophagy modulators in MEF cells, primary screen, imaging, high-content, MEF GFP-LC3; AID 463193, 2010; 190,000 tested, 0.98% active; calls only at 10 µM (by protocol); MEF GFP-LC3 puncta imaging; test concentration mostly 10 µM;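 active = percentage of spot-positive cells more than 3 SD above its plate mean, without a fluorescence outlier flag or 80% toxicity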;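 note: spot-positive cell cutoff set from DMSO-treated cells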
# P. falciparum M17LAP = P. falciparum M17LAP inhibitors, primary screen, biochemical, fluorogenic H-Leu-NHMec substrate, 1536-well (AID 1619); recombinant M17LAP, H-Leu-NHMec fluorogenic kinetic assay; higher % means a stronger effect; inhibition, % at 30 µM, or IC50 in µM where a hit was titrated; 220,000 tested, 0.38% active;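 active = compound inhibiting the enzyme by more than half at any dose during confirmatory dose-response retesting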;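 note: plate controls were full reaction with DMSO carrier for no effect and no enzyme background for full effect; strong numbers were not always called active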
# Ins promoter up = insulin promoter activators in MIN6 cells, imaging, high-content screening, mouse beta cells | MIN6 insulin promoter-GFP reporter; stronger effect = higher value | z-score at 5 µM | 190,000 tested, 0.3% active;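 active = z-score above 3 at 5 µM with at least 500 cells counted in the well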
# Dynein cargo inh = inhibitors of GR-EGFP nuclear translocation, primary screen, dynein cargo transport inhibitor project, imaging, high-content, 3617.4 mouse cells | test concentration mostly 20 µM; stimulated with dexamethasone, 1 µM; stronger effect = lower value | z-score, hits read low | 220,000 tested, 0.47% active;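 active = plate z-score of nuclear minus cytoplasmic receptor signal below a set negative limit, without overly bright fluorescence or cell loss, cut at about -3.5 in these data, passing the limit was not always enough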;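 note: z-score of nuclear minus cytoplasmic ring GR-EGFP intensity difference per well; some compounds called inactive have numbers as strong as hits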
#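 medium = tetracycline-free induction medium containing charcoal-stripped FBS | probe or stimulus = dexamethasone, 1.0 µM final | timing = 48 h induction, then 1 h compound, then 30 min agonist, 37 °C | detection = automated 10x imaging of fixed Hoechst-stained cells | read-out basis = nuclear versus cytoplasmic GR-EGFP signal, averaged per well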
# Lipid droplet = inhibitors of hepatocyte lipid droplet formation, primary screen, imaging, high-throughput imaging, BODIPY stain; AML12 mouse hepatocytes, oleate lipid droplets; 240,000 tested, 0.4% active; inhibition, % at 6.5 µM;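 active = lipid droplet intensity inhibited by at least 50%, with more than 500 cells counted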
#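 Assay system: AML12 mouse liver cells | Compound: 6.5 µM single-point dosing | Schedule: Overnight exposure | Technique: Fluorescence imaging, 20x objective, two fields per well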
# Dynein cargo inh cytoplasmic EGFP = second read-out of Dynein cargo inh, no call of its own (marks repeat the call); z-score; measured here: cytoplasmic GR-EGFP intensity; stronger effect = higher value
# Dynein cargo inh nuclear GR-EGFP = second read-out of Dynein cargo inh, no call of its own (marks repeat the call); z-score; measured here: nuclear GR-EGFP intensity;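 lower value marks the stronger effect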
# Dynein cargo inh cell count = second read-out of Dynein cargo inh, no call of its own (marks repeat the call); z-score; measured here: cell count per field
# Ins promoter up cell count = second read-out of Ins promoter up, no call of its own (marks repeat the call); cell count; measured here: cytotoxicity, nuclei count;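 total cells summed across four imaged fields per well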
# Lipid droplet cells 6.5 µM = recorded beside Lipid droplet, whose call it bears; cell count; measured here: cell count, cytotoxicity flag;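 cells counted across two imaged fields per well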
# MT stabilize HCS Hoechst-high % = recorded beside MT stabilize HCS, whose call it bears; % Hoechst-high responders; measured here: nuclear condensation Hoechst responders;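 share of cells brighter than vehicle mean plus two SD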
# MT stabilize HCS cytotoxicity % = further read-out of MT stabilize HCS, marked with its call; toxicity, %; measured here: cytotoxicity by cell density;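 0% = mean cell density of plate MIN control wells and 100% = no cells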
# Autophagy HCS cell loss 18 h = second read-out of Autophagy HCS, no call of its own (marks repeat the call); toxicity, %; measured here: cell loss, nuclei count;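 cell loss after 18 h compound exposure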
# * hit, by the source's call; i = inactive; . = not tested or not shown; + = active, no number. This is a subset (hit frequency here may not be typical).
SMILES,Yfh1-off respiration,MT stabilize HCS,MT stabilize HCS Hoechst-high %,MT stabilize HCS cytotoxicity %,ER stress rescue,P. falciparum M1AAP,Autophagy HCS,Autophagy HCS cell loss 18 h,P. falciparum M17LAP,Ins promoter up,Ins promoter up cell count,Dynein cargo inh,Dynein cargo inh cytoplasmic EGFP,Dynein cargo inh nuclear GR-EGFP,Dynein cargo inh cell count,Lipid droplet,Lipid droplet cells 6.5 µM
CCC1=C(C)C(N2CCOCC2)=NP(N2CCOCC2)(N2CCOCC2)=N1,i,4.6,2.6,9.3,-3.1%,8.2%,i,7.7,7.0%,0.25,1050,-0.221,-0.152,0.332,-0.0919,.,.
COC(=O)c1c(C)n(Cc2ccccc2)c2ccc(O)cc12,i,5.3,2.0,5.8,0.5%,-4.0%,i,-4.9,9.3%,0.02,1421,3.83,-0.154,1.95,-1.87,15.7,770
CP(C)(=O)CCC(=O)O,i,3.2,1.2,4.8,-1.2%,0.0%,i,-0.9,-1.1%,-0.01,1653,-0.0597,-0.261,0.616,-0.639,-2.0,572
Cc1ccc2[nH]c(=S)n(-c3cccnc3)c(=O)c2c1,i,.,.,.,.,5.6%,.,.,-1.4%,-0.08,1178,0.363,-0.218,0.497,-0.688,-8.5,705
CN(C)P(=O)(CCl)Nc1ccccc1 (stereo not drawn),i,3.1,3.0,5.4,-3.7%,2.3%,i,-0.4,4.3%,.,.,-0.203,-0.22,-0.179,0.332,4.9,672
Nc1c2c(nc3sc4c(c13)CCCC4)CCCCC2,i,3.6,2.9,5.6,-2.5%,-1.9%,i,8.0,4.8%,0.53,1702,0.762,-0.224,0.00664,0.202,-0.9,610
CCOC(=O)C1=C(C)OC(N)=C(C#N)C12C(=O)N(C)c1ccccc12 (stereo not drawn),i,2.2,1.1,1.2,-0.3%,2.2%,i,-2.7,4.0%,0.01,1567,0.81,-0.154,-0.131,-1.11,.,.
O=c1[nH]c(=O)n(-c2ccc(F)cc2)c(O)c1C=Nc1ccccc1N1CCCC1,i,2.7,1.6,6.7,.,0.2%,i,-4.3,-4.7%,4.37*,1432*,9.54,4.36,4.58,-6.01,-25.4,761
Cc1cccc(C)c1NC1=NCCCCS1,i,1.9,2.5,8.2,-1.1%,8.8%,i,-6.0,9.9%,-1.03,1144,-0.314,-0.21,-0.152,0.499,2.8,722
CSc1ccc(C(=O)C2CCCN(Cc3cnc(SC)nc3)C2)cc1 (stereo not drawn),i,1.9,0.9,2.7,4.2%,7.7%,i,3.0,13.3%,.,.,1.37,1.69,1.35,-1.19,-2.5,710
C=CCn1c(O)c(C(C)=NCCCn2ccnc2)c(=O)[nH]c1=O,i,.,.,.,.,1.4%,.,.,13.5%,-0.13,1077,-0.00579,-0.231,0.309,-0.293,12.2,728
Oc1ccc2c3c1O[C@H]1c4[nH]c5ccccc5c4C[C@@]4(O)C(C2)N(CC2CC2)CC[C@]314,i,.,.,.,-2.0%,-2.5%,.,.,-2.7%,-0.2,1348,.,.,.,.,-38.6,705
O=C(c1ccc(C(F)(F)F)cc1)C1CCCN(Cc2ccncc2)C1 (stereo not drawn),i,1.8,1.5,9.7,0.9%,.,i,5.5,.,-0.45,1077,-1.2,-0.204,-0.21,0.863,-20.9,659
COc1cccc(CN2CCCCC2c2cccnc2)c1 (stereo not drawn),i,2.7,4.6,7.0,2.3%,-10.7%,i,10.2,-0.5%,0.06,1459,-0.387,-0.0762,0.0466,-0.138,.,.
CC(=NCc1ccc2c(c1)OCO2)c1c(O)[nH]c(=O)[nH]c1=O,i,7.4,1.9,13.1,0.1%,10.2%,i,-20.3,4.3%,-0.57,968,-0.393,-0.188,0.136,0.412,-5.3,713
Cc1ccc(-n2nc(C)cc2NC(=O)COc2cc(C)cc3oc(=O)c4c(c23)CCC4)cc1,i,4.3,3.4,4.0,2.5%,-1.4%,i,-4.7,-15.7%,-1.26,1247,-0.936,-0.255,-0.258,0.632,.,.
C/C(=N\NC(=O)c1ccccc1)c1c(O)n(Cc2ccccc2)c(=O)[nH]c1=O,i,.,.,.,.,11.7%,.,.,40.9%,.,.,0.532,-0.266,0.358,-0.0954,5.0,778
COc1ccccc1N1C(=O)NC(=O)C2(Cc3cc(C)ccc3N(C)C2)C1=O (stereo not drawn),i,2.1,1.8,14.6,-1.9%,-13.0%,i,1.9,-2.7%,.,.,-0.868,-0.36,-0.517,1.26,.,.
C/C(=N\NC(=O)c1ccccc1O)c1c(O)n(Cc2ccccc2)c(=O)[nH]c1=O,i,.,.,.,.,19.2µM*,.,.,-0.8%,0.58,1458,-0.468,-0.286,-0.632,1.02,6.9,742
COc1ccccc1CCNCc1ccc(OC)c(OC)c1OC,i,2.0,1.5,7.7,-2.8%,-3.0%,i,6.1,-7.8%,-0.77,1223,-0.135,-0.268,-0.124,0.0786,8.0,667
CC(C)C(=O)N1CCC(CN=Cc2c(O)n(C3CCCCC3)c(=O)n(C3CCCCC3)c2=O)CC1,i,7.1,1.6,5.3,i,27.0%*,i,10.4,-2.2%,-0.26,1233,-0.899,-0.198,-0.243,0.76,.,.
O=P1(Oc2ccccc2)C[C@@H](O)[C@@H](O)[C@H](COCc2ccccc2)O1 (stereo partly drawn),i,.,.,.,.,3.0%,.,.,3.1%,-0.37,1073,0.166,-0.756,0.195,0.0672,5.7,745
Cc1nc2cc(-c3ccccc3)nn2c(C)c1CCC(=O)N1CCC2(CC1)OCCO2,i,2.6,2.4,3.7,-0.2%,-1.5%,i,-54.8,-13.4%,-0.38,1304,-1.17,-0.206,0.0805,0.805,-16.7,763
CCOC(=O)N(C)c1ccc(C(O)(C(=O)OC)C(F)(F)F)cc1 (stereo not drawn),i,3.6,2.9,2.2,-0.9%,6.2%,i,-6.2,4.0%,0.1,1281,1.07,0.0083,2.01,-1.93,-3.3,656
Cc1cc(S(=O)(=O)NC(C)C)ccc1OCC(=O)N1CCN(Cc2ccc3c(c2)OCO3)CC1,i,6.7,14.4,98.2,-1.2%,2.5%,i,-1.4,2.2%,-1.27,1063,-0.46,-0.313,0.0227,0.264,-2.4,754
CSc1ncc(CN2CCCC(C(=O)c3cccc(Cl)c3)C2)cn1 (stereo not drawn),i,0.8,0.4,2.7,-0.7%,-3.9%,i,11.2,4.5%,0.81,1516,0.406,-0.263,0.0725,-0.369,-6.9,634
COC(=O)C1=C(N)Oc2cc(C)oc(=O)c2C12C(=O)Nc1ccccc12 (stereo not drawn),i,1.2,1.7,3.5,-3.1%,1.5%,i,-3.1,-6.5%,-0.56,1183,1.17,-0.18,0.52,0.442,5.3,703
CCOc1ccc(-c2cc(C)[n+](CCN3CCOCC3)c(-c3ccc(OCC)cc3)c2)cc1,i,.,.,.,.,6.8%,.,.,3.7%,-0.78,1153,-0.198,-0.195,-0.353,0.533,1.8,734
Cc1cccc(OP(=O)(Oc2ccccc2)OC(c2ccccc2)C(F)(F)F)c1 (stereo not drawn),i,2.5,2.9,11.6,-2.6%,0.2%,i,14.5,-5.6%,-0.1,986,-0.531,-0.0268,0.612,0.234,-53.6,690
O=C(N=Nc1c(O)[nH]c(=O)[nH]c1=O)C1COc2cc3ccccc3cc2O1 (stereo not drawn),i,3.6,2.1,8.5,-1.8%,18.9%,i,0.3,-50.3%,0.45,1149,-0.793,-0.316,-0.589,0.516,-9.3,693
C=Cn1ccnc1P(=S)(c1ccc(N(C)C)cc1)c1nccn1C=C,i,3.8,4.0,6.4,-0.7%,2.1%,i,-3.5,-3.1%,-0.38,1354,0.224,-0.349,0.123,0.0251,.,.
CCC(C)C1N=C(c2ccccc2)c2cc(Cl)ccc2N(CC(=O)NCc2ccco2)C1=O (stereo not drawn),i,3.1,3.9,7.8,-0.8%,11.6%,i,11.0,6.3%,-0.63,793,3.32,0.114,2.15,-1.64,.,.
CC1=C2C3OC(=O)C(C)C3CC[C@@]2(C)C=CC1=O (stereo partly drawn),i,.,.,.,.,-2.5%,.,.,-3.5%,0.46,1372,1.35,-0.243,0.6,-0.975,-7.7,670
CCCn1cc(C(=O)O)cn1,i,4.3,2.6,5.7,0.0%,0.5%,i,-5.0,0.4%,0.46,1144,-0.696,-0.0349,-0.0556,-0.166,3.2,696
c1ccc(C2N3CCCN23)cc1 (stereo not drawn),i,3.3,1.5,2.2,-1.3%,0.7%,i,0.4,2.2%,0.02,1857,-0.729,-0.134,-0.165,0.359,4.2,648
CCCC(=O)c1cc(CP(=O)(OCC)OCC)oc1C,i,.,.,.,.,5.3%,.,.,5.9%,0.1,1176,-0.272,-0.27,-0.536,1.04,-6.0,706
COc1cc(CN2CCN(c3cc(C)ccc3C)CC2)ccc1O,i,1.5,2.0,5.6,-0.3%,11.1%,+,.,4.4%,-8.07,525,-0.23,0.15,0.184,-0.441,4.1,597
